# Source: PubChem BioAssay
# Cycloheximide cs: counter-screen hit for Shiga toxin inhibitors, cycloheximide. cell reporter, cycloheximide protein synthesis inhibition counterscreen. max response, %. hit rate 12% among 300,000; in the data active means max response mostly above about 13%, no sharp cut-off; inactive means mostly below about 14%; further: read at 38.3 µM for the half of the compounds with a filed dose; 0% is about no effect
# Tb PYK inh: blocks Trypanosoma brucei pyruvate kinase; TbPYK enzyme, Kinase-Glo Plus ATP luminescence, 45 min; hit rate 0.12% among 410,000; Potency, µM (highest dose often 76.8 µM), without a hit: at the highest dose activity, negative = inhibition, most hits filed as inhibitors; further: potency means the concentration at half of the fitted maximal effect; on the % scale 0 is the no-effect control and ±100 the full control effect; nearly all actives have a fitted effect of over 50% in size
#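 Luminescence from Kinase-Glo Plus, added after a 45-minute room-temperature reaction, served as the end-point read-out. The enzyme and substrate were preincubated with compound before ADP (130 uM final) initiated turnover. Concentration-effect curves came from normalized qHTS data.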
# HCV inhibitor: HCV inhibition | Huh7.5.1 HCVcc-Cre infection, luciferase reporter, 44 h | Potency, µM (top dose mostly 41.8 µM), for inactives: at the highest dose activity change, negative = inhibition, actives largely listed as inhibitors | hit rate 3.4% among 340,000; further: potency means the concentration at half of the fitted maximal effect; on the % scale 0 is the no-effect control and ±100 the full control effect
#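 Seed cells (1,000/well) for 4 h; treat with compound and infect with HCVcc-Cre, moi about 0.5. Incubate 44 h, then detect luciferase activity.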
# LmPK inhibitor: inhibitors of Leishmania mexicana pyruvate kinase. Q27686. purified LmPK, Kinase-Glo ATP luminescence, 1 h. Potency, µM (highest dose often 57.5 µM), for the others: top-dose activity change, negative = inhibition, actives largely listed as inhibitors. hit rate 0.37% among 290,000; further: potency means the concentration at half of the fitted maximal effect; on the % scale 0 is the no-effect control and ±100 the full control effect
# Target sequence (Q27686 whole entry, looked up): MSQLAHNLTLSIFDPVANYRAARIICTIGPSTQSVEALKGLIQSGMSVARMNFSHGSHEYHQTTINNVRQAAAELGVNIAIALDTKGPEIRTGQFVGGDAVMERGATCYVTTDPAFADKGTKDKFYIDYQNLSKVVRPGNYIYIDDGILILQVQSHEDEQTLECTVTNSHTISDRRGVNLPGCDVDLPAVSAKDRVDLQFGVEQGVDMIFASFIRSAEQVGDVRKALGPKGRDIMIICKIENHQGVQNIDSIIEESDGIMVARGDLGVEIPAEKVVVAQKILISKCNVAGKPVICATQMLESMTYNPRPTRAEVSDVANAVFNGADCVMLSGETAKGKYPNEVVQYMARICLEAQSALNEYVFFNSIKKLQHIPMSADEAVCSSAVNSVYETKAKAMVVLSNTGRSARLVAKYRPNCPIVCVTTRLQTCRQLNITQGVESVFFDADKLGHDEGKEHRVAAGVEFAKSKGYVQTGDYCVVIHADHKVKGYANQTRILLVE
#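 Screened at intermediate enzyme activity to detect both inhibitors and activators: LmPK at 0.1 nM, with a 0.5 nM enzyme column as activation reference. PEP 0.5 mM, ADP 0.1 mM; ATP detected by luminescence after 1 h.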
# Pf growth 48h: P. falciparum growth inhibition at 48 hours (one generation). P. falciparum luciferase growth in erythrocytes, 48 h. Potency, µM (top dose mostly 28.7 µM), without a hit: at the top dose activity change, negative = inhibition, most hits filed as inhibitors. hit rate 5.9% among 310,000. AID 504832; further: potency means the concentration at half of the fitted maximal effect; on the % scale 0 is the no-effect control and ±100 the full control effect
#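 Growth was read as firefly luciferase luminescence after a 48 h, 37 C, 5% CO2 exposure of compounds to reporter-bearing P. falciparum cultures (0.1% parasitemia, 2% hematocrit final) in Albumax-supplemented RPMI 1640.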
# Pf growth 96h: P. falciparum growth inhibition at 96 hour, primary screen for plastid delayed-death inhibitors; P. falciparum luciferase reporter growth, 96 h; Potency, µM (doses to about 28.7 µM), for inactives: at the top dose activity change, negative = inhibition, usual class: inhibitors; hit rate 6.9% among 320,000; AID 504834; further: potency means the concentration at half of the fitted maximal effect; on the % scale 0 is the no-effect control and ±100 the full control effect
#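 Two parasite generations (96 h, 37 C, 5% CO2) of compound exposure in infected erythrocytes (0.05% parasitemia, 2% hematocrit). Luciferase-reporter P. falciparum; decreased luminescence indicates inhibited growth, aimed at apicoplast-acting delayed death.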
# Shiga inhibitor: inhibitors of Shiga toxin in Vero cells. Vero cells, Shiga toxin protein synthesis inhibition reporter. inhibition, % at 38.7 µM. hit rate 9.2% among 290,000. AID 2315; in the data active means inhibition mostly above about 28%, no sharp cut-off; inactive means mostly below about 43%; further: 0% is about no effect
# * = called active by the depositor; ? = inconclusive; / = no result given; & = joins results of further samples; [ ] = another dose, or the depositor's remark. Unless noted, the call rests on the fitted dose curve; in most records, active means well fitted curve in the direction sought with a large enough effect; inconclusive means small, poorly fitted or top-dose-only effect, or another doubt; inactive means no such curve, though single readings can be large; an effect the other way counts as inactive or inconclusive.
SMILES,Cycloheximide cs,Tb PYK inh,HCV inhibitor,LmPK inhibitor,Pf growth 48h,Pf growth 96h,Shiga inhibitor
CC(C)CC(=O)NC(=S)Nc1ccccc1F,15,4%,?,-2%,22%,13%,27
O=C(CC(=O)N/N=C/c1c(F)cccc1Cl)NCc1ccccc1,-2,-1%,-5%,4%,8%,?,-10
Nc1cc(-c2ccc(Cl)cc2)nn1S(=O)(=O)c1cccc2nsnc12,-6,1%,?,0%,/,?,-13
O=S(=O)(Nc1ccncc1)c1ccc(Cl)cc1,-3,1%,16%,-2%,/,1%,-8
Cc1ccc(C(=O)N2C(=S)C(c3ccc(F)cc3)=NC23CCN(C)CC3)cc1,2,-8%,?,-2%,3%,?,-1
Clc1ccc(-c2csc(N/N=C/c3ccc4c(c3)OCO4)n2)cc1,2,6%,?,6%,?,?,-14
COc1cc2[nH]c(=O)n(Cc3ccccc3Cl)c(=O)c2cc1OC,-2,1%,-16%,0%,-4%,4.7µM*,-8
COc1ccc(S(=O)(=O)N2CCCN(CCC(=O)Nc3cccc(C(F)(F)F)c3)CC2)cc1,-3,6%,22%,3%,?,-18%,-5
CCc1nc(SCC(=O)N2CCC(C)CC2)c2c(=O)n(C)c(=O)n(C)c2n1,-2,2%,?,1%,?,?,-3
CN1C(=S)SC(C)(NO)C1(C)C (stereo unspecified),-2,?,1%,2%,8%,34%[activator],2
CCC(C)NC(=S)Nc1ccc(F)cc1 (stereo unspecified),1,-17%,-13%,3%,12%,-4%,26
CCOC(=O)C1CCN(C(=O)COC(=O)c2nn(C)c(=O)c3ccccc23)CC1,/,-8%,22%,/,26%,-5%,/
COc1nc(Nc2ccc([N+](=O)[O-])cc2)nc(NC2CCCCC2)n1,43*,-2%,?,-7%,-19%,1%,78*
CCCS(=O)(=O)N1CCC(C(=O)NCc2ccc3c(c2)OCO3)CC1,0,-1%,-6%,5%,10%,-1%,-3
CS(=O)(=O)N1CCC(C(=O)NCc2ccc(Cl)cc2)CC1,-1,0%,15%,-9%,2.3µM*,39%[activator],-5
CCCCCCCCCCn1c2c(c(=N)c3c1CCC3)CCC2,-4,6%,3.5µM*,-2%,0.26µM*,0.12µM*,-28
O=C(CSc1nnc(-c2ccco2)o1)Nc1ccccc1Cl,16*,2%,6%,1%,174%[activator],146%[activator],13
O=c1c(O[C@H]2O[C@@H](CO)[C@H](O)[C@@H](O)[C@@H]2O)c(-c2ccc(O)cc2)oc2cc(O)cc(O)c12,/,-5%,-27%,/,29%,30%[activator],/
N#CC(C(=O)C12CC3CC(CC(C3)C1)C2)c1nc2ccccc2[nH]1 (stereo unspecified),15,-7%,?,3%,-11%,?,26
Cc1ccc(C(=O)COC(=O)CNC(=O)c2cccs2)cc1,-4,1%,4%,-5%,2%,2%,5
c1ccc(CCNc2nc(-c3ccncc3)nc3ccccc23)cc1,-1,2%,13µM*,7%,?,?,-16
CSc1ccc(CCNC(=O)CN2C(=O)CCSc3ccccc32)cc1,-1,6%,-2%,7%,-15%,12%,-6
CCCc1nc2ccccc2c(C(=O)OCC(=O)Nc2c(C)n(C)n(-c3ccccc3)c2=O)c1CC,-8,-1%,-3%,0%,?,-80%,-10
CCOC(=O)C1=C(C)OC(N)=C(C#N)C1c1ccoc1 (stereo unspecified),0,-7%,2%,1%,-5%,8%,-9
O=C(Nc1ccc2nc(N3CCOCC3)sc2c1)c1ccccc1,/,-6%,?,/,?,-1%,/

# The final 4 compounds of the part above lead into the next.
SMILES,Cycloheximide cs,Tb PYK inh,HCV inhibitor,LmPK inhibitor,Pf growth 48h,Pf growth 96h,Shiga inhibitor
CSc1ccc(CCNC(=O)CN2C(=O)CCSc3ccccc32)cc1,-1,6%,-2%,7%,-15%,12%,-6
CCCc1nc2ccccc2c(C(=O)OCC(=O)Nc2c(C)n(C)n(-c3ccccc3)c2=O)c1CC,-8,-1%,-3%,0%,?,-80%,-10
CCOC(=O)C1=C(C)OC(N)=C(C#N)C1c1ccoc1 (stereo unspecified),0,-7%,2%,1%,-5%,8%,-9
O=C(Nc1ccc2nc(N3CCOCC3)sc2c1)c1ccccc1,/,-6%,?,/,?,-1%,/
COC(=O)CN(c1ccc(F)cc1)S(=O)(=O)c1ccc2c(c1)OCCO2,3,2%,18%,7%,30%,4%,15
CCCCn1c(O)c(C(C)=NCC2CCCO2)c(=O)[nH]c1=O (stereo unspecified),-1,0%,4%,1%,6%,/,-4
Cc1cc(-c2ccccc2)c2nncn2n1,8,0%,?,1%,19%,-16%,-7
Cc1cc(C)c(NC(=O)/C(=C/c2ccco2)c2ccccc2)c(C)c1,-2,-8%,?,0%,/,?,-10
COc1ccccc1Oc1cc(C#N)c(C#N)cc1-n1nnc2ccccc21,-3,3%,?,6%,9.3µM*,2.3µM*,-23
O=c1[nH]cnc(O)c1C(c1ccc([N+](=O)[O-])cc1)c1c(O)nc[nH]c1=O,-3,-2%,20%,4%,29%,0%,/
CCOc1ccccc1C1CC(=O)Nc2cc(OC)c(OC)c(OC)c21 (stereo unspecified),6,4%,-13%,4%,?,5%,1
COc1ccc(OC)c(C(=O)CSc2nc3ccccc3n2CC(=O)NC(C)(C)C)c1,-1,-14%,-8%,3%,/,-12%,22
CC(C)NC(=O)c1onc(CSc2ccc(F)c(F)c2)c1C(=O)O,6,?,2%,6%,-2%,?,-4
Nc1nnnn1/N=C/C=C/c1ccccc1,17*,-4%,7%,7%,33%[activator],1%,41
COc1ccc(-c2nnc(SCC(=O)c3ccc[nH]3)n2-c2ccccc2)cc1,34*,-14%,12%,1%,29%,?,82*
Cc1ccc(CNC(=O)C2CC(=O)N(C3CCCCCCC3)C2)cc1 (stereo unspecified),-4,2%,23%,3%,-1%,/,-5
COCCn1c(C)cc(C(=O)CSc2ncnc3sc4c(c23)CCC4)c1C,11,0%,-8%&12%,-1%,21%,23%,-26
Cc1sc2ncnc(SCC(=O)Nc3nc(-c4ccc(F)c(F)c4)cs3)c2c1C,6,-7%,?,-2%,6%,11%,-7
Cc1cc(C)n2nc(C(=O)N3CCOCC3)nc2n1,5,-4%,7%,0%,54%[activator],?,5
CCCCC[C@H](O)/C=C/[C@@H]1[C@@H](C/C=C\CCCC(=O)O)[C@H]2CO[C@@H]1C2,-2,9%,16%,7%,?,?,-14
Cc1nn(-c2ccccc2)c(C)c1/C=N/NC(=O)CSc1nnc(SCc2ccccc2Cl)s1,35*,-4%,?,-6%,30%,?,42
CSCCC(NC(=O)c1ccco1)C(=O)OCC(=O)Nc1sccc1C#N (stereo unspecified),12,/,/,5%,6%,159%[activator],-5
CC1(C)NC(=O)N(CC(O)COc2ccccc2[N+](=O)[O-])C1=O (stereo unspecified),-2,-3%,-12%,-2%,6%,38%[activator],-13
COP(=O)(OC)C(NC(=O)Nc1ccccc1)c1ccccc1 (stereo unspecified),-3,7%,12%,1%,13%,5%,-9
COc1ccc(S(=O)(=O)N2CCCCC2)cc1NC(=O)c1ccc(=O)[nH]c1,-2,-7%,-7%,1%,?,4%,-4
COc1ccccc1NC(=S)NC(NC(=O)CC(C)C)C(Cl)(Cl)Cl (stereo unspecified),7,-15%,-6%,3%,15µM*,?,-7
Cc1nnc(NC(=O)c2cccc(S(=O)(=O)N3CCN(C)CC3)c2)s1,/,5%,10%,/,-16%,14%,/
N#Cc1ccccc1S(=O)(=O)N1CCN(C(=O)c2cc3c(s2)CCC3)CC1,/,-12%,12%,/,-3%,?,/
COc1cccc(CNC(=O)C2CCCN(c3nc4ccccc4o3)C2)c1 (stereo unspecified),-2,2%,-8%,-2%,?,7%,9

# Nothing new here: 3 of the compounds above.
SMILES,Cycloheximide cs,Tb PYK inh,HCV inhibitor,LmPK inhibitor,Pf growth 48h,Pf growth 96h,Shiga inhibitor
COC(=O)CN(c1ccc(F)cc1)S(=O)(=O)c1ccc2c(c1)OCCO2,3,2%,18%,7%,30%,4%,15
CCCCn1c(O)c(C(C)=NCC2CCCO2)c(=O)[nH]c1=O (stereo unspecified),-1,0%,4%,1%,6%,/,-4
Cc1cc(-c2ccccc2)c2nncn2n1,8,0%,?,1%,19%,-16%,-7

# (more compounds)
SMILES,Cycloheximide cs,Tb PYK inh,HCV inhibitor,LmPK inhibitor,Pf growth 48h,Pf growth 96h,Shiga inhibitor
CSc1nn(-c2ccc(C(=O)OCC(=O)NC(=O)NC(C)C)cc2)c(=S)s1,27*,-7%,-5%,-2%,8%,1%,32
O=C1NCCCc2nonc21,-4,0%,-1%,-1%,9%,55%[activator],-17
COc1ccc(C2(C(=O)NCc3ccco3)CCCC2)cc1OC,-2,-6%,-5%,7%,?,31%[activator],-23
CCCCC(O)CN1CCC(c2ccccc2)CC1 (stereo unspecified),-3,-2%,13%,4%,/,1%,4
COCCSc1ccccc1C(=O)N1CCOCC1,5,-10%,-8%,8%,19%,/,13
Cc1nc2sc(C(N)=O)c(N)c2c2c1CCCC2,9,0%,-24%,5%,14%,21%,1
CCO/C=C1/C(=O)N(C(C)=O)c2ccccc21,-4,3%,10%,6%,20%,0%,-5
Cc1nnc(Sc2nc3c(c(=O)[nH]c(=O)n3C)n2CCCc2ccccc2)s1,-5,/,/,1%,/,247%[activator],-16
Cc1ccccc1-n1c(O)c(C=NCCN2CCOCC2)c(=O)[nH]c1=O,-2,0%,7%,3%,2%,22%,-10
CCOC(=O)c1sc(=S)n(-c2ccccc2)c1N,5,-15%,-16%,-2%,-18%,-9%,10
CCc1nnc(SCC(=O)Nc2nc(C)c(C(=O)N(C)C)s2)n1CC,-6,-4%,13%,-11%,18%,?,-24
O=C(NC1CCCCC1)N1C[C@H]2C[C@@H](C1)c1cccc(=O)n1C2,-3,-10%,9%,0%,19%,7%,-4
Cc1ccc(/C=N/NC(=O)CSc2nc3ccccc3[nH]2)o1,18*,-3%,7%,-3%,-8%,?,21
O=C(CNS(=O)(=O)c1ccc2ccccc2c1)OCc1nnc(-c2ccccc2)o1,32*,5%,17%,11%,/,97%[activator],22
CC1CCC/C(=C\Nc2ccc(C(=O)O)c(O)c2)C1=O (stereo unspecified),38*,-12%,-9%,-11%,98%[activator],100%[activator],82*
CC(C)Cc1nnc(NC(=O)CCC(=O)N2CCN(c3ccccc3)CC2)s1,-3,5%,19%,6%,-1%,-6%,-8
Cc1nc2cc(NS(=O)(=O)c3cccc4cccnc34)ccc2s1,0,4%,?,1%,?,?,/
CN(C)/C=C/C(=O)c1ccncc1,-2,-2%,7%,0%,-2%,12%,-6
CCNC(=S)N(Cc1cc2c(C)ccc(C)c2[nH]c1=O)C1CCCC1,7,-11%,26%,1%,?,?,-9
CC(=O)N1CCc2cc(S(=O)(=O)NCCC(=O)NCCc3ccc(C)cc3)ccc21,-1,3%,10µM*,-5%,?,9%,-19
Cc1ccc(CN2C(=O)C(=O)N(CC(N)=O)C2=O)cc1,2,11%,11%,3%,20%[0.00184 µM],18%,7
Cc1ccc(NC(=O)N2C3CCCC2CC(NC(=O)C2CC2)C3)cc1 (stereo unspecified),-1,-3%,5%,-1%,-14%,13%,-9
CC(C)C(=O)Nc1cccc(C(=O)Nc2ccc(S(=O)(=O)N3CCOCC3)cc2)c1,-2,5%,-29%,-3%,-11%,10µM*,-5
Nc1ccc(Sc2ccccc2CC(=O)O)cc1,8,/,/,1%,10%,88%[activator],-6
